Screening results deposited in PubChem by National Center for Advancing Translational Sciences (NCATS).
PI4K2A block: blocks human PI4K2A kinase activity. activity change, negative = inhibition, % at 76.9 µM. purified PI4K2A, ADP-Glo luminescence, 1 h; stronger effect = lower value. Q9BTU6. 0.13% of 420,000 active; in the data active means activity change below about -50%; inconclusive means mostly about -30% to -49%;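 further: -100% = wells without enzyme as full effect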
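In this quantitative HTS, ADP production by PI4K2A was quantified luminescently after 1 h at ambient temperature; 100 microM adenosine served as plate-quality control.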
Pin1 inhibitor: blocks the human prolyl isomerase Pin1 | Q13526 | Pin1 FP peptide displacement, HiFluor488, 10 min | Potency, µM (doses to about 115 µM), without a hit: top-dose activity, negative = inhibition, usual class: inhibitors | 0.009% of 390,000 active; active means well fitted inhibition curve with a large enough effect in the polarisation, with a control signal flat, not every such curve was filed as active; inconclusive means small, poorly fitted or top-dose-only effect, or effect the other way, or a change in a side signal; inactive means no such curve, though single readings can be large or run the other way; the % refers to the polarisation; further: potency means the concentration at half of the fitted maximal effect; on the % scale 0 is the no-effect control and ±100 the full control effect
Target sequence (Q13526 whole entry, looked up): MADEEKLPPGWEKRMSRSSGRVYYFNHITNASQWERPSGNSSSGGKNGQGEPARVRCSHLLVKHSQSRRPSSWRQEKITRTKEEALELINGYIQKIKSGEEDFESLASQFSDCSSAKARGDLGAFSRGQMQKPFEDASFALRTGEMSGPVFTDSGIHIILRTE
GLS inh: inhibitors of human glutaminase (GLS); GLS enzymatic activity, qHTS titration; Potency, µM (highest dose often 45.5 µM), without a hit: top-dose activity change, negative = inhibition, hits mostly inhibitors; 0.21% of 410,000 active; AID 624170; further: potency means the concentration at half of the fitted maximal effect; on the % scale 0 is the no-effect control and ±100 the full control effect
Target sequence (O94925 whole entry, looked up): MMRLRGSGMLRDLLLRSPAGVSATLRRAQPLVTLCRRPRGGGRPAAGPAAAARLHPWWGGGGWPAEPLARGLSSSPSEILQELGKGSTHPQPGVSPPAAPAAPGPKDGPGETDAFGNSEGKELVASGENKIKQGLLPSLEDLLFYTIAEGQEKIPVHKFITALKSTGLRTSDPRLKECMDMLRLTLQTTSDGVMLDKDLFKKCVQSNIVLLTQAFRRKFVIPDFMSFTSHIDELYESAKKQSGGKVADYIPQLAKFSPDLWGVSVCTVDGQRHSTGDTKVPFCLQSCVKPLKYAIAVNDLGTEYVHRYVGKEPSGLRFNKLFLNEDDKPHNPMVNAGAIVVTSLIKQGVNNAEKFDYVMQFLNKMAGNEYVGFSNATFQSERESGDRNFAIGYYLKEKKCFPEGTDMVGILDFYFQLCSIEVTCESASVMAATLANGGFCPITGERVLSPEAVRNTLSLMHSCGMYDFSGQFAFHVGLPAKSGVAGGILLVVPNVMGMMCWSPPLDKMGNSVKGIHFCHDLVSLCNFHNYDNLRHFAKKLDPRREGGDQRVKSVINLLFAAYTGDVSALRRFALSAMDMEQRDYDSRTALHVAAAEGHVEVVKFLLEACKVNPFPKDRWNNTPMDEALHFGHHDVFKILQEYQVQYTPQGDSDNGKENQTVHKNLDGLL
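Read-out is an Amplex red fluorescence increase coupled through glutamate oxidase and HRP, measured before and after 30 min room-temperature incubation. hKGA is in 45 mM KH2PO4 (pH 8.2) with 0.02% Tween-20; glutamine added as 1mM solution.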
mIDH1 inhibitor: inhibitors of human mutant IDH1 R132H. 0.093% of 390,000 active. IDH1-R132H enzyme, NADPH consumption, diaphorase/resazurin fluorescence. Potency, µM (series often up to 76.6 µM), inactives show at the top dose activity change, negative = inhibition, actives largely listed as inhibitors. AID 602179. O75874; further: potency means the concentration at half of the fitted maximal effect; on the % scale 0 is the no-effect control and ±100 the full control effect; nearly all actives have a fitted effect of over 65% in size
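IDH1-R132H (0.5 ug/mL dispensed) in pH 7.5 Tris buffer was preincubated 30 min with compound, then given a substrate mix of 0.016 mM NADPH and 2 mM alpha-KG for 80 min at room temperature; remaining NADPH was read by diaphorase/resazurin fluorescence.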
USP1 inh: blocks the human USP1/UAF1 deubiquitinase complex | O94782 | Potency, µM (titrated, usually from 57.1 µM), inactives show top-dose activity change, negative = inhibition, hits mostly inhibitors | 0.23% of 390,000 active | recombinant USP1/UAF1, Ub-Rhodamine cleavage fluorescence; further: potency means the concentration at half of the fitted maximal effect; on the % scale 0 is the no-effect control and ±100 the full control effect; nearly all actives have a fitted effect of over 60% in size; inactives centre near -12
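USP1/UAF1 complex at 1 nM was preincubated with compound for 15 min at room temperature, then Ub-Rho substrate (150nM final) was added. Fluorescence (480/540 nm) was read kinetically, 6 reads every 60 seconds.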
TrxR1 inh: rat TrxR1 inhibition; O89049; recombinant rTrxR1, NADPH fluorescence consumption, selenite substrate; Potency, µM (titrated, usually from 114 µM), for the others: at the highest dose activity change, negative = inhibition, actives largely listed as inhibitors; 1% of 390,000 active; further: potency means the concentration at half of the fitted maximal effect; on the % scale 0 is the no-effect control and ±100 the full control effect; nearly all actives have a fitted effect of over 65% in size
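Rat TrxR1 (90 nM in the dispensed reagent) was pre-reduced with 400 uM NADPH for 5 min at room temperature, then incubated with compound for 15 min. After 400 uM selenite was added, NADPH fluorescence (Ex 340/Em 450 nm) was followed for 8 min.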
TrxR1 substrate: substrates of rat thioredoxin reductase 1; O89049; Potency, µM (highest dose often 114 µM), for inactives: at the highest dose activity change, negative = substrate turnover; 0.01% of 390,000 active; purified TrxR1 substrate turnover, NADPH consumption readout; further: potency means the concentration at half of the fitted maximal effect; on the % scale 0 is the no-effect control and ±100 the full control effect; nearly all actives have a fitted effect of over 50% in size
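Rat TrxR1, dispensed at 90 nM, was prereduced with 400 uM NADPH (final) for 5 min at ~22 deg C, then incubated with compound 15 min before 400 uM selenite. A first-read NADPH fluorescence drop versus no-compound background flagged substrates.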
Tb PGK inh: T. brucei PGK inhibition; P07378; PGK/GAPDH coupled, Kinase-Glo luminescence, 60 min; Potency, µM (titrated, usually from 57.5 µM), for the others: at the highest dose activity change, negative = inhibition, actives largely listed as inhibitors; 0.043% of 380,000 active; AID 602233; further: potency means the concentration at half of the fitted maximal effect; on the % scale 0 is the no-effect control and ±100 the full control effect; nearly all actives have a fitted effect of over 60% in size
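Luminescent ATP detection (Kinase-Glo Plus) follows a 60-minute room-temperature incubation, with wells lacking PGK as controls. Buffer: 100 mM TEA (pH 7.6), 5 mM MgCl2, 0.01% Tween-20. Coupling enzyme GAPDH (100 nM final) supplies unstable 1,3-BPG in-well.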
HP1b chromo inh: HP1-beta chromodomain-methylated histone interaction inhibition. P83916. AlphaScreen HP1-beta / biotin-H3K9me3 peptide binding. AID 540317. Potency, µM (titrated, usually from 114 µM), for the others: top-dose activity change, negative = inhibition, actives largely listed as inhibitors. 0.56% of 390,000 active; further: potency means the concentration at half of the fitted maximal effect; nearly all actives have a fitted effect of over 70% in size; inactives centre near 23
Target sequence (P83916 whole entry, looked up): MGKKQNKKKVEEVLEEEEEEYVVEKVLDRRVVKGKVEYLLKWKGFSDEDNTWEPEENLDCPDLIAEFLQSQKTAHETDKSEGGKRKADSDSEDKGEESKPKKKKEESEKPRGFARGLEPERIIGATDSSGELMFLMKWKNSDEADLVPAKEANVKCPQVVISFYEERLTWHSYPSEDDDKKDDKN
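HP1-beta protein (50 nM final) preincubated 30 min at room temperature with biotinylated H3(1-18)K9me3 peptide (50 nM) in PBS pH 7.4, 0.01% Tween-20, then compound added for 30 min. AlphaScreen streptavidin donor/nickel chelate acceptor beads (10 ug/mL final), 30 min dark, luminescence read.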
The depositor's hits bear a star; & = joins results of further samples; [ ] = remark or other dose. Unless noted, the call rests on the fitted dose curve; in most records, active means well fitted curve in the direction sought with a large enough effect; inconclusive means small, poorly fitted or top-dose-only effect, or another doubt; inactive means no such curve, though single readings can be large; an effect the other way counts as inactive or inconclusive. A portion of the library, so the mix of outcomes need not match the whole.

For CCOC(=O)c1nnn(-c2nonc2N)c1COc1c(C=O)cccc1OC the results were PI4K2A block 10.0, Pin1 inhibitor -4.0%, GLS inh 23.5%, mIDH1 inhibitor 13.1%, USP1 inh -13.1%, TrxR1 inh -4.2%, TrxR1 substrate -5.1%, Tb PGK inh 1.1% and HP1b chromo inh 22.7%.
For O=S(=O)(Nc1ccc(-c2csc(-c3ccccc3)n2)cc1)c1ccc(F)cc1 the results were PI4K2A block 1.9, Pin1 inhibitor 0.9%, GLS inh 6.3%, mIDH1 inhibitor 3.1%, USP1 inh -17.1%, TrxR1 inh -7.8%, TrxR1 substrate 0.1%, Tb PGK inh 2.9% and HP1b chromo inh 21.5%.
`CCN(CC)C(=O)c1sc(NC(=O)Cc2cccs2)c(C#N)c1C` gave PI4K2A block 10.8, Pin1 inhibitor -1.0%, GLS inh -8.8%, mIDH1 inhibitor 0.2%, USP1 inh -8.8%, TrxR1 inh 14.8%, TrxR1 substrate 1.4% and HP1b chromo inh 29.3%.
Screening CC(C)(C)OC(=O)N[C@@H](CCCCNC(=O)OCc1ccccc1)c1nnc([C@H](CCCCNC(=O)OCc2ccccc2)NC(=O)OC(C)(C)C)o1 returned PI4K2A block -1.3, Pin1 inhibitor -3.8%, GLS inh 0.5%, mIDH1 inhibitor -1.3%, USP1 inh 16.7%, TrxR1 inh 22.2%[57.1 µM], TrxR1 substrate 3.9%[57.1 µM], Tb PGK inh -10.0% and HP1b chromo inh 26.9%.
For CCc1nn(C(C)C(=O)N2CCN(c3ccccc3)CC2)c(=O)c2cc3occc3n12 (centres undefined) the results were PI4K2A block -5.2&-0.1, Pin1 inhibitor 2.0%&-0.4%, GLS inh 11.9%&43.3%, mIDH1 inhibitor 3.6%&7.7%, USP1 inh -27.3%&-14.9%, TrxR1 inh 24.0%&3.2%, TrxR1 substrate 8.8%&4.9%, Tb PGK inh -9.0%&-2.1% and HP1b chromo inh 12.0%&26.0%.
Cc1cc(C)c2c(n1)SCC(=O)N2CC(=O)Nc1cc(F)ccc1F was read as PI4K2A block 1.4, Pin1 inhibitor -4.1%, GLS inh 1.9%, mIDH1 inhibitor 11.4%, USP1 inh -20.0%, TrxR1 inh 7.4%[57.1 µM], TrxR1 substrate 1.0%[57.1 µM], Tb PGK inh -6.8% and HP1b chromo inh 35.2%.
O=C(NCCN1CCOCC1)c1ccc2c(c1)N(Cc1ccccc1F)C(=O)c1ccccc1S2(=O)=O was read as PI4K2A block -2.4, Pin1 inhibitor -2.0%, GLS inh -5.1%, mIDH1 inhibitor 4.9%, USP1 inh -18.9%, TrxR1 inh 6.1%, TrxR1 substrate 1.6%, Tb PGK inh inactive and HP1b chromo inh 24.2%.
For CC(C)CN(C(=O)Cn1c(C(F)(F)F)nc2ccccc21)c1c(N)n(Cc2ccccc2)c(=O)[nH]c1=O the results were PI4K2A block 1.2, Pin1 inhibitor -0.6%, GLS inh 0.4%, mIDH1 inhibitor 10.7%, USP1 inh -17.1%, TrxR1 inh 19.3%, TrxR1 substrate 8.2%, Tb PGK inh -2.1% and HP1b chromo inh 23.9%.
`CCCCNC(=S)N=Nc1c(O)[nH]c2ccccc12` gave PI4K2A block -1.7, Pin1 inhibitor -3.9%, GLS inh 10.5%, mIDH1 inhibitor -6.6%, USP1 inh -11.6%, TrxR1 inh -6.3%, TrxR1 substrate -6.3%, Tb PGK inh 4.3% and HP1b chromo inh 10.6%.
For O=C(NCc1ccccc1F)C1CCCN1C(=O)NC1CCCCC1 (centres undefined) the results were PI4K2A block 3.0, Pin1 inhibitor -0.3%, GLS inh 6.3%, mIDH1 inhibitor -0.2%, USP1 inh -13.9%, TrxR1 inh 18.2%, TrxR1 substrate 8.3%, Tb PGK inh -4.0% and HP1b chromo inh 33.6%.
COc1ccc(-c2nc3c(C#N)c[nH]n3c2NC2CCCCC2)cc1 was read as PI4K2A block -1.5, Pin1 inhibitor -10.2%, GLS inh 12.6µM*, mIDH1 inhibitor -7.6%, USP1 inh inconclusive, TrxR1 inh 6.8%, TrxR1 substrate 3.9%, Tb PGK inh -1.7% and HP1b chromo inh 2.7%.
Screening COc1ccc(NC(=O)N2CCCC2C(=O)NCc2cccs2)cc1 (centres undefined) returned PI4K2A block 1.5, Pin1 inhibitor 2.1%, GLS inh 1.7%, mIDH1 inhibitor -1.3%, USP1 inh -4.0%, TrxR1 inh 13.5%[57.1 µM], TrxR1 substrate -14.3%, Tb PGK inh -9.3% and HP1b chromo inh 35.9%.
`O=C(C[C@@H]1C/C=C\C[C@H](Cc2ccc(F)cc2)C(=O)OC[C@H]2CCCN2C1=O)NCCO` gave PI4K2A block 1.6, Pin1 inhibitor -6.5%, GLS inh -10.9%, mIDH1 inhibitor 15.7%, USP1 inh -26.9%, TrxR1 inh 14.2%, TrxR1 substrate 4.4%, Tb PGK inh -4.6% and HP1b chromo inh 34.4%.
`CC(=NCc1ccco1)c1c(C(F)(F)F)[nH]n(-c2nc3ccccc3s2)c1=O` gave PI4K2A block inconclusive, Pin1 inhibitor 8.5%, GLS inh -4.2%, mIDH1 inhibitor 11.0%, USP1 inh -24.6%, TrxR1 inh -7.8%, TrxR1 substrate -1.2%, Tb PGK inh -1.6% and HP1b chromo inh 22.4%.
`CCOC(=O)c1sc(N=NC2=C(O)CC(C)(C)CC2=O)c(C(=O)OCC)c1C` gave PI4K2A block -9.1, Pin1 inhibitor inconclusive, GLS inh -13.7%, mIDH1 inhibitor 2.5%, USP1 inh -7.7%, TrxR1 inh 7.9%[57.1 µM], TrxR1 substrate -6.2%[57.1 µM], Tb PGK inh inactive and HP1b chromo inh 18.2%.
For CCN(CC)Cc1c(CC(C)C)oc(C)c1C(=O)O the results were PI4K2A block -1.9, Pin1 inhibitor 5.4%, GLS inh -7.0%, mIDH1 inhibitor 5.7%, USP1 inh -17.8%, TrxR1 inh 1.6%, TrxR1 substrate -4.7%, Tb PGK inh 0.6% and HP1b chromo inh 16.9%.
For Cc1nc2ccccc2c(N)c1C(=O)/C=C/c1ccccc1 the results were PI4K2A block -24.9, Pin1 inhibitor -13.7%, GLS inh 3.6%, mIDH1 inhibitor -11.4%, USP1 inh -7.9%, TrxR1 inh -1.1%, TrxR1 substrate 2.0%, Tb PGK inh -8.6% and HP1b chromo inh 1.1%.
`Cc1ccc2cc(CN(CCN3CCCC3)C(=O)Nc3ccc(F)cc3)c(=O)[nH]c2c1C` gave PI4K2A block -1.7, Pin1 inhibitor 14.7%, GLS inh 2.3%, mIDH1 inhibitor 0.0%, USP1 inh -16.9%, TrxR1 inh 10.9%[57.1 µM], TrxR1 substrate -23.4%[57.1 µM], Tb PGK inh -0.9% and HP1b chromo inh 28.3%.
For CCc1sc(NC(=O)c2cc3ccccc3oc2=O)nc1-c1cccs1 the results were PI4K2A block 1.4, Pin1 inhibitor -1.3%, GLS inh 4.4%, mIDH1 inhibitor 1.0%, USP1 inh -18.9%, TrxR1 inh 8.8%, TrxR1 substrate 3.1%[57.1 µM], Tb PGK inh 4.5% and HP1b chromo inh 5.4%.
`Cc1cc(NC(=O)CCC(=O)N(c2ccccc2)C2(C(=O)NC3CCCCC3)CCCC2)no1` gave PI4K2A block -7.1, Pin1 inhibitor 4.5%, GLS inh -4.5%, mIDH1 inhibitor 0.0%, USP1 inh -16.3%, TrxR1 inh -6.4%, TrxR1 substrate -6.2%, Tb PGK inh -7.7% and HP1b chromo inh 33.8%.
`O=C(c1ccc(F)c(F)c1)N1CCCc2ccccc21` gave PI4K2A block 0.9, Pin1 inhibitor 0.8%, GLS inh -1.4%, mIDH1 inhibitor -10.1%, USP1 inh -3.9%, TrxR1 inh 12.3%, TrxR1 substrate 1.4%, Tb PGK inh -4.6% and HP1b chromo inh 31.3%.
CC1=CC(c2ccccc2)n2nc(N3C(=O)C4CC=CCC4C3=O)nc2N1 (centres undefined) was read as PI4K2A block -11.5, Pin1 inhibitor -11.9%, GLS inh 8.8%, mIDH1 inhibitor 6.1%, USP1 inh -2.5%, TrxR1 inh inconclusive, TrxR1 substrate 430.4%[activator], Tb PGK inh -1.6% and HP1b chromo inh 22.8%.
COCCn1c(=NC(=O)CSC(C)=O)sc2cc(OC)ccc21 was read as PI4K2A block -1.7, Pin1 inhibitor 4.1%, GLS inh 1.6%, mIDH1 inhibitor 2.4%, USP1 inh -23.9%, TrxR1 inh 4.6%[57.1 µM], TrxR1 substrate 4.1%[57.1 µM], Tb PGK inh -2.7% and HP1b chromo inh 35.2%.
NS(=O)(=O)c1ccc(CCNC(=O)c2nc(CS(=O)(=O)c3ccc(Cl)cc3)no2)cc1 was read as PI4K2A block -1.4, Pin1 inhibitor 2.0%, GLS inh 0.7%, mIDH1 inhibitor -0.1%, USP1 inh -17.2%, TrxR1 inh -27.2%, TrxR1 substrate -11.8%, Tb PGK inh -1.1% and HP1b chromo inh 5.8%.
